Screening data as filed in PubChem.
OXTR ag – human OXTR agonists, primary screen, fluorescence, CHO-OTR cells, Fluo-8 calcium. Oxytocin receptor (Homo sapiens), P30559. Fluo-8 calcium fluorescence; normalized: DMSO 0%, oxytocin 100%. activation, % at 3 µM. 0.32% of 320,000 active. AID 2435, 2010;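 active = activation above the mean of all tested compounds plus 3 SD, cutoff set per screening run, cut at about 20% in these data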;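 also: peak over basal fluorescence ratio from a 100 s FLIPR kinetic read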
Target sequence (P30559 whole entry, looked up): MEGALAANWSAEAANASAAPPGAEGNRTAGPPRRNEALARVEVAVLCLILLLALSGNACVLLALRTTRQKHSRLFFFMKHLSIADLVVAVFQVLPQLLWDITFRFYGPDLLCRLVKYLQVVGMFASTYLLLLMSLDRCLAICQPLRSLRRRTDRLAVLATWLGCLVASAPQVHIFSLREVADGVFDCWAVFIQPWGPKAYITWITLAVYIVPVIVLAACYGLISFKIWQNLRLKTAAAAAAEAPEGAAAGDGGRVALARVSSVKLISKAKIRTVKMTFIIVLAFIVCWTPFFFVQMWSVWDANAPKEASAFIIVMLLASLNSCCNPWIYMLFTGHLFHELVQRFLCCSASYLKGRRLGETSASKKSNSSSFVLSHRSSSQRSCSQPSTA
OXTR potentiator – human OXTR potentiators, primary screen, fluorescence, CHO-OTR cells, Fluo-8 calcium | 0.061% of 320,000 active | Fluo-8 calcium fluorescence, potentiator mode; 0% = oxytocin EC15, 100% = EC100 | Oxytocin receptor (Homo sapiens), P30559 | activation, % at 3 µM;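 active = activation above that plate's cutoff, the mean activation of tested compounds plus 3 SD, cut at about 6.6% in these data, passing the limit was not always enough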;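 also: 100% uses oxytocin at 75 nM as the full agonist control; some results filed as inactive read as strong as hits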
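Assay system: CHO cell line stably expressing human OTR | Also added: Oxytocin at about EC15, sub-maximal agonist stimulus | Times: Compound 6 min at room temperature before oxytocin, 100 s read | Measured by: Fluo-8 intracellular calcium fluorescence, ex 470-495, em 515-575 nm | Controls: EC15 oxytocin alone as 0%, 75 nM oxytocin as 100%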
M18AAP inhibitor – PfM18AAP inhibitors, malaria aminopeptidase, primary screen, biochemical, QFRET, recombinant enzyme; H-Glu-NHMec fluorogenic cleavage; inhibition, % at 7.35 µM; 1.2% of 290,000 active;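 active = inhibition above the campaign mean inhibition over all tested compounds plus 3 SD, cut at about 28% in these data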;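 also: 0% = plate median of test compound wells and 100% = 2 mM ZnCl2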
GPR7 antag – GPR7 receptor antagonists, primary screen, cell-based, fluorescence, single concentration; inhibition, % at 4.4 µM; GPR7-expressing cells, fluorescence antagonist assay; AID 1861, 2009; 1.1% of 290,000 active; Neuropeptides B/W receptor type 1 (Homo sapiens), P48145; in the data active = inhibition above about 16%, passing the limit was not always enough;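 also: cells stimulated with the agonist NPW; 0% = agonist with vehicle and 100% = vehicle without agonist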
Target sequence (P48145 whole entry, looked up): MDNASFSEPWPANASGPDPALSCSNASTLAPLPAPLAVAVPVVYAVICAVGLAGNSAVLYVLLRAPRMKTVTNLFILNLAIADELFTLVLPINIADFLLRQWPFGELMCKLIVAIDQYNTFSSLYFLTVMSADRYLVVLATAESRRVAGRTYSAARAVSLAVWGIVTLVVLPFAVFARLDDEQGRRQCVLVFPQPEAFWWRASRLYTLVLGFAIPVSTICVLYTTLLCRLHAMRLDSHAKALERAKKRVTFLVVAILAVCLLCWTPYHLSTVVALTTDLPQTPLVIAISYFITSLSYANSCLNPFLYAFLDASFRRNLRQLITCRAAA
GalR3 antagonist – GalR3 antagonists in HEK293 cells, primary screen, cell-based, fluorescence readout. Galanin receptor type 3 (Homo sapiens), O60755. HEK293 GalR3-CNG cAMP membrane potential fluorescence; galR3 body fused to GalR1 C-terminus. inhibition, % at 3 µM. 0.44% of 360,000 active;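 active = inhibition above the screen-wide average plus 3 SD, cut at about 13% in these data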;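 also: forskolin and galanin both at EC90 stimulate the cells; cAMP rise reported by CNG channel membrane potential dye signal; 0% = forskolin plus galanin with DMSO and 100% = forskolin alone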
Target sequence (O60755 1-299 limits assumed): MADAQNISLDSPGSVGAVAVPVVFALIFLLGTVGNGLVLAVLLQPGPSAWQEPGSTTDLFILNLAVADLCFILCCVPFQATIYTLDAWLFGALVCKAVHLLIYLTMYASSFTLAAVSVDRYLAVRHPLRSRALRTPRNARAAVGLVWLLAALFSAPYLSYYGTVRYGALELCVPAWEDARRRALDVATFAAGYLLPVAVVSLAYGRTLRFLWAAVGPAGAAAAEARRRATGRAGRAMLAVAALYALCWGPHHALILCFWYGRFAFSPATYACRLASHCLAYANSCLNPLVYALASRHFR
NALP1 inh – NALP1 inflammasome inhibitors in reconstituted yeast, colorimetric, S. cerevisiae, triplicate retest; S. cerevisiae NALP1/ASC/caspase-1 growth, X-gal OD620, 72 h; inhibition, % at 10 µM; 0.61% of 280,000 active; in the data active = inhibition mostly above about 24%, no sharp cut-off; inactive = mostly below about 32%; also: some compounds called inactive have numbers as strong as hits
MEKK2 WT-MEK5 – modulators of MEK5 binding to wildtype MEKK2, primary screen, biochemical, multiplex bead flow cytometry, Alexa488-MEK5; Alexa488-MEK5 binding to MEKK2 WT; actives lie on both sides; 1.1% of 290,000 active; binding response (% of control), % at 10 µM; Mitogen-activated protein kinase kinase kinase 2 (Homo sapiens), Q9Y2U5; in the data active = binding response below about 67% or above about 130%
MEKK2 mut-MEK5 – MEK5 binding signal on mutant MEKK2 PB1, primary screen, biochemical, multiplex bead flow cytometry, Alexa488-MEK5; Alexa488-MEK5 binding to MEKK2 mutant; percent response, % at 10 µM; 0.35% of 290,000 active; AID 1530, 2009; in the data active = percent response above about 24%, passing the limit was not always enough; also: inactives centre near 1; some results filed as inactive read as strong as hits
V1R ag counter – agonists of human V1a receptor, primary screen, counter-screen for OXTR agonist project, fluorescence, CHO-V1R cells | activation, % at 3 µM | AID 2797, 2010 | 0.25% of 320,000 active | Vasopressin V1a receptor (Homo sapiens), P37288 | Fluo-8 calcium fluorescence, agonist mode; 0% DMSO, 100% 3 nM vasopressin;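 active = activation above the mean activation of all tested compounds plus 3 SD, per screening run, cut at about 20% in these data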;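 also: signal is peak over basal fluorescence ratio across a 100 second FLIPR read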
An asterisk follows results filed as active; nt = no result given.

SMILES	OXTR ag	OXTR potentiator	M18AAP inhibitor	GPR7 antag	GalR3 antagonist	NALP1 inh	MEKK2 WT-MEK5	MEKK2 mut-MEK5	V1R ag counter
CC(C)n1c(NCc2cccs2)nc2ccccc21	-0.5	-5	0	-15	-6	5	98	-3	0.3
Cc1ccccc1CSc1nc2c(c(=O)[nH]1)CCCC2	-1.6	-9	-2	-7	nt	-12	nt	nt	-1.1
CC1CCC(C(=O)NC(C(=O)N2CCC(N3CCCCC3)CC2)C(C)C)CC1 (stereo not drawn)	0.9	-3	-3	-12	-3	-14	113	1	-0.8
CCOC(=O)c1ccc(N2C(=O)CC(NC3CCN(C(=O)c4ccc(F)cc4)CC3)C2=O)cc1 (stereo not drawn)	0.4	-5	6	-9	-4	38	99	-4	1.0
Cc1ccc(C)c(NC(=O)CSc2nnc(-c3ccccc3)n2N)c1	-0.4	-7	8	-8	0	12	100	3	0.4
COc1ccc(S(=O)(=O)Nc2cccc(-c3ccc4nncn4n3)c2)cc1	0.1	-10	nt	nt	-6	nt	nt	nt	1.2
C=CCNC(=O)CSc1nnc(-c2ccccn2)n1Cc1ccccc1	-0.5	-4	-10	-4	8	13	97	-5	-0.3
O=C(CSc1nnc(CNC(=O)C23CC4CC(CC(C4)C2)C3)n1-c1ccccc1)Nc1ccccc1	-1.7	-2	0	10	-4	29	103	2	2.0
Cc1cc(NC(=O)CCc2ccc(C)o2)no1	0.2	-3	-39	-14	-1	11	102	5	1.1
O=C(NC1CCCCCC1)C(=S)NCCc1ccccc1	-1.6	-14	25	19	-7	26	90	-8	0.6
Cc1cc(F)ccc1S(=O)(=O)N1CCCOC1CNC(=O)C(=O)NCCc1ccccc1 (stereo not drawn)	1.4	-8	-1	-13	-4	9	105	7	2.4
Cc1ccc(C2CC(C(F)(F)F)n3ncc(C(N)=O)c3N2)cc1 (stereo not drawn)	-2.4	-6	-5	2	-7	-41	103	6	-1.6
Oc1ccccc1C(=S)N1CCN(c2cccc(Cl)c2)CC1	0.0	-9	30*	-9	-1	-12	93	-7	-0.6
O=C(COc1nsnc1N1CCOCC1)Nc1ccccc1Cl	-0.6	-3	-2	-11	-7	1	94	2	-0.5
O=C(COc1ccccc1F)NC12CC3CC(CC(C3)C1)C2	-2.0	-5	-5	-8	2	nt	73	-33	-1.9
CCn1cc(/C=N\NC(=O)Cc2ccc([N+](=O)[O-])cc2)c(C)n1	0.1	-6	-3	-2	-10	28	103	1	-0.1
COc1ccc(C)cc1NC1=C(Cl)C(=O)N(C2CCCCC2)C1=O	-1.5	-13	-6	-4	-4	6	96	-5	0.0
COc1cc(CC(CC(=O)O)CC(C)OCc2ccccc2)cc(OC)c1 (stereo not drawn)	0.7	-3	-3	-2	-2	24	92	-2	1.1
CN(C(=O)CC1C(=O)NCCN1Cc1ccc(F)cc1Cl)C1CCCCC1 (stereo not drawn)	-0.5	-9	-6	6	0	0	101	13	-1.6
Cc1n[nH]c(C)c1C(=O)CC1(O)C(=O)N(CCc2ccccc2)c2ccc(Cl)cc21 (stereo not drawn)	3.0	-14	4	1	-2	12	111	8	3.5
COc1ccc(NC(=O)c2cccc(S(=O)(=O)NCc3ccco3)c2)c(OC)c1	-0.1	-3	nt	nt	-2	nt	nt	nt	-0.8
COc1ccc(-c2csc3ncnc(N4CCN(Cc5ccccc5)CC4)c23)cc1	-1.2	-5	2	18	1	16	105	3	0.7
O=C(NCc1ccco1)c1cccc(Br)c1	-0.6	1	2	-11	-8	0	110	9	0.5
COc1ccc(/C=C/C(=O)Nc2c(C)nn(C)c2C)cc1COc1ccc(Cl)cc1Br	-1.0	-15	7	-5	3	1	83	-14	1.9
COC(=O)c1ccc(Oc2nc(NC(C)(C)C)nc(N3CCOCC3)n2)cc1	0.8	4	-3	1	nt	13	95	-2	0.8
Cc1ccccc1/C=N/NC(=O)Cc1ccc(Cl)cc1	-0.1	-21	-3	-7	-4	11	102	0	-0.7
CC(=O)c1sc(NS(=O)(=O)c2ccc(C)cc2)nc1-c1ccccc1	-0.5	-12	-6	-11	-7	3	99	1	2.8
Cc1nn2c(N3CCOCC3)c3c(nc2c1-c1ccccc1)CCCC3	-2.6	-9	6	-7	-1	22	96	-8	-0.6
CCOC(=O)N1CCC(NC(=O)CS(=O)(=O)Cc2nc(-c3ccc(OC)cc3)oc2C)CC1	2.5	-7	-2	-13	-6	15	99	4	2.0
O=C(O)c1ccc(S(=O)(=O)NCc2ccc3c(c2)OCO3)cc1	0.2	-4	-2	-9	-5	-50	104	6	0.0

Reprinted from the part before: 2 compounds, then new ones.
SMILES	OXTR ag	OXTR potentiator	M18AAP inhibitor	GPR7 antag	GalR3 antagonist	NALP1 inh	MEKK2 WT-MEK5	MEKK2 mut-MEK5	V1R ag counter
CCOC(=O)N1CCC(NC(=O)CS(=O)(=O)Cc2nc(-c3ccc(OC)cc3)oc2C)CC1	2.5	-7	-2	-13	-6	15	99	4	2.0
O=C(O)c1ccc(S(=O)(=O)NCc2ccc3c(c2)OCO3)cc1	0.2	-4	-2	-9	-5	-50	104	6	0.0
COc1ccc(/C=C(/C#N)c2cccnc2)cc1OC	-1.0	-2	-6	-9	nt	21	96	-2	-0.4
COc1ccc(C(=O)CNc2cccc(F)c2)cc1	0.6	-11	8	13	-1	18	99	-1	0.3
CC(=O)N(C)c1ccc(NC(=S)Nc2ccccc2)cc1	1.0	-4	-11	9	5	nt	105	3	0.9
COc1cc(C2C(=O)N(C3CCCC3)CC(=O)N2Cc2ccco2)ccc1OC(C)C (stereo not drawn)	0.4	-6	-6	-15	-9	14	104	4	1.1
Cc1ccc(S(=O)(=O)C2(S(=O)(=O)c3ccc(C)cc3)CCCC2)cc1	-1.4	-4	-3	10	-2	17	nt	nt	-1.1
CCOCCn1cnc2sc(C(=O)NCC(=O)OCC)c(C)c2c1=O	2.4	4	3	-6	-3	10	101	0	0.6
COc1ccccc1CNS(=O)(=O)c1c(C)[nH]c(=O)[nH]c1=O	0.5	4	-7	1	-7	-3	99	2	0.2
CCSc1nc2c(c(=O)n1Cc1ccccc1)SC(C)C2 (stereo not drawn)	-2.0	-7	7	-3	1	10	94	-4	-1.6
COC(=O)/C(=C/c1cccc([N+](=O)[O-])c1)NC(=O)c1ccc(OC)cc1	0.4	-5	-9	-7	3	34	99	2	1.0
Cc1ccc(C2=N/C(=C\c3cccnc3)C(=O)O2)cc1	0.5	-1	1	-10	-4	41	101	-1	0.0
O=C(CN1C(=O)C2C3CC(C(Br)C3Br)C2C1=O)OCC(=O)c1cccc([N+](=O)[O-])c1 (stereo not drawn)	2.3	-16	5	4	-1	13	88	-6	2.0
CCC(C)(C)NC(=O)CCCSc1nc2ccccc2[nH]1	-0.1	-9	-1	-17	5	nt	98	-3	-0.1
COc1ccc(OC)c(S(=O)(=O)N2CCCC(C(=O)N3CCC(C(N)=O)CC3)C2)c1 (stereo not drawn)	0.0	-5	nt	nt	-2	nt	nt	nt	0.8
Cc1cc(C)c[n+](CC(=O)c2c(C)cc(C)c([N+](=O)[O-])c2C)c1	-0.7	-9	-6	-8	-12	nt	102	3	0.5
CCNC(=O)C1CC(=O)OC12CCCCC2 (stereo not drawn)	0.7	-11	-7	-3	4	-7	105	-1	1.6
CC(O)CSc1nc2c(c(=O)[nH]c(=O)n2C)n1Cc1ccccc1 (stereo not drawn)	1.1	4	5	-17	-3	-8	106	10	8.9
CN(C)C=NC(=O)c1ccc(N2CCN(c3ncc(C(F)(F)F)cc3Cl)CC2)cc1	-0.2	-8	3	1	-5	19	99	6	0.4
O=C(NCc1ccco1)c1cc(S(=O)(=O)N2CCOCC2)ccc1Cl	-0.8	-6	-4	2	-2	4	99	-2	5.3
COc1ccc(OC)c(S(=O)(=O)N(C)CC(=O)N2CCN(c3ccc(F)cc3)CC2)c1	1.8	-5	-2	-15	0	nt	106	10	0.6
O=c1[nH]ncn1-c1ccc(Br)cc1	0.4	-4	1	-14	6	10	102	5	0.1
Cc1ccc([C@@H]2CC=C(C(=O)O)[C@H](c3ccc(Cl)cc3)N2S(=O)(=O)c2ccccc2C)cc1	-1.2	-8	nt	nt	-4	nt	nt	nt	1.6
Cc1ccc(C(=O)OCC(=O)Nc2ccc3c(c2)OCO3)c(O)c1	4.9	-8	nt	nt	-2	nt	nt	nt	6.3
Cc1ccccc1NS(=O)(=O)c1ccc(NS(=O)(=O)c2cccs2)cc1	7.7	-12	6	3	-8	-14	95	-1	7.1
NC(=O)C1CCCN(S(=O)(=O)c2ccc(Br)cc2)C1 (stereo not drawn)	0.5	-9	5	-1	6	22	107	7	0.4
Cc1cc(=S)c2ccccc2[nH]1	-0.9	-6	8	3	-7	nt	92	-9	-0.3
O=S(=O)(NCCCNS(=O)(=O)c1c(F)cccc1F)c1ccc2c(c1)OCCO2	1.5	-1	nt	nt	-6	nt	nt	nt	1.4
Cc1ccc(-n2cc(S(=O)(=O)c3ccc(C)cc3)[nH]c2=O)cc1	-1.1	-8	2	-3	1	-4	98	-3	-0.2
CCOc1ccccc1NC(=O)C(CC(C)C)NC(=O)C1CCC(C)CC1 (stereo not drawn)	-2.3	-6	1	-5	0	43*	98	-2	-0.2
Cc1ccc(CN2CCN(Cc3cn(C(C)C)c4ccccc34)CC2CCO)o1 (stereo not drawn)	-0.2	-2	-5	5	-2	15	87	-7	1.0
CN(C(=O)COC(=O)Cc1c(Cl)cccc1Cl)C1CCS(=O)(=O)C1 (stereo not drawn)	-0.3	-5	nt	nt	0	nt	nt	nt	0.6
Cc1cccc(C(=O)OC(C)C(=O)N2CCc3ccccc3C2)c1C (stereo not drawn)	-1.7	-4	nt	nt	-3	nt	nt	nt	-0.3
CCCn1nc(C(=O)Nc2ccc(S(=O)(=O)Nc3ncccn3)cc2)c2ccccc2c1=O	-1.5	-1	-1	-12	-5	nt	87	-16	0.0
O=C(CN1CCN(c2ccc(F)cc2)CC1)Nc1ccc2c(c1)OCCO2	0.3	-6	2	-1	-9	10	99	-2	0.3
Cc1cc(Cl)ccc1OC(C)C(=O)NNC(=O)C1CCCCC1C(=O)O (stereo not drawn)	nt	nt	-5	1	-2	4	100	-3	nt
CC(=O)NCCNC(=O)C1CCC(CNc2nc(=S)[nH]c3ccccc23)CC1 (stereo not drawn)	0.7	-3	1	-7	-11	1	104	7	-0.3
CC(=O)SC(C)CC(=O)NCc1ccccc1 (stereo not drawn)	0.0	-2	-3	3	-5	3	95	-1	1.3
Cc1cc(C)c(O)c(-c2cc(C(=O)NCCc3ccc(S(N)(=O)=O)cc3)[nH]n2)c1	-0.8	-6	12	19	-3	nt	94	-16	0.3
Cc1nn(C(=O)c2nn(C)cc2Cl)c(C)c1Br	-1.0	-4	5	9	-4	12	101	-1	-0.7
